# UBC9 SUMO inh: inhibitors of human SUMOylation (UBC9); inhibition, % at 35 µM; 0.36% of 290,000 active; AID 2006; HTRF SUMOylation assay, SAE1/SAE2 + UBC9, in vitro; in the data active = inhibition above about 50%, passing the limit was not always enough; note: strong numbers were not always called active
# Target sequence (P63279 whole entry, looked up): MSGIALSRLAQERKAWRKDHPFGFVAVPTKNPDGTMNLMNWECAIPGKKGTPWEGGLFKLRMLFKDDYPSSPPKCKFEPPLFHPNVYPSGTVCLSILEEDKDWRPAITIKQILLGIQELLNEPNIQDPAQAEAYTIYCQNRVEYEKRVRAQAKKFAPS
# PHOSPHO1 inh: PHOSPHO1 (human) inhibition; Q8TCT1; recombinant PHOSPHO1, absorbance phosphatase assay; inhibition, % at 13.3 µM; 1.1% of 290,000 active; in the data active = inhibition above about 60%
# Target sequence (Q8TCT1 whole entry, looked up): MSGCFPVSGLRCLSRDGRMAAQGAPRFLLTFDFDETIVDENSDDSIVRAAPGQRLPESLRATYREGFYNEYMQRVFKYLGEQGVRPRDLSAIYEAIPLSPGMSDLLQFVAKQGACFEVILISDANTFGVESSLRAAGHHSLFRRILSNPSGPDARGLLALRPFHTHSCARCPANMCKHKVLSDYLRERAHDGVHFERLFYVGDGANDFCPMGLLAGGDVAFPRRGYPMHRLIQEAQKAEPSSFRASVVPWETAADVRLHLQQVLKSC
# IMP-1 inh: inhibitors of Pseudomonas aeruginosa IMP-1 metallo-beta-lactamase. purified IMP-1, nitrocefin hydrolysis, epi-absorbance fluorescence. 0.45% of 290,000 active. inhibition, % at 5.6 µM. AID 1556;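 active = inhibition above the mean plus 3 SD of all compounds in the same screening run, cut at about 4.5% in these data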;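 note: 0% = IMP-1 with DMSO and 100% = DMSO wells lacking enzyme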
#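 Material – recombinant IMP-1 enzyme, purified · Amount – IMP-1 0.2 nM before substrate addition · Medium – HEPES buffer pH 7.1 with ZnSO4 and Brij 35 · Timing – 25 °C, 15 min preincubation, 25 min reaction · Measured by – plate fluorescence quenching by hydrolysis product, ex 480/em 530 nm · Read-out – percent enzyme inhibition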
# FID counter: counter-screen for HCV NS3 helicase inhibitors: DNA intercalator displacement; DNA fluorescent intercalator displacement, fluorescence; inhibition, % at 7.9 µM; 0.17% of 290,000 active; in the data active = inhibition above about 37%;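 note: 0% = vehicle and 100% = reference compound; higher means more ethidium bromide displaced from hairpin DNA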
# MEKK3 PB1 HTS: raises or lowers MEK5 binding to the human MEKK3 PB1 domain. bead-based flow cytometry, Alexa488-MEK5 binding to MEKK3; actives lie on both sides; 0 = blocked by unlabeled MEK5, 100 = vehicle. binding response (% of control), % at 10 µM. Q99759. 1.4% of 290,000 active;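 active = binding response more than 3 SD above or below the average of its plate-row segment, actives on both sides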;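 note: Alexa488 bead fluorescence after subtracting the streptavidin-only scavenger bead signal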
# Target sequence (Q99759 whole entry, looked up, the tested form may be a part): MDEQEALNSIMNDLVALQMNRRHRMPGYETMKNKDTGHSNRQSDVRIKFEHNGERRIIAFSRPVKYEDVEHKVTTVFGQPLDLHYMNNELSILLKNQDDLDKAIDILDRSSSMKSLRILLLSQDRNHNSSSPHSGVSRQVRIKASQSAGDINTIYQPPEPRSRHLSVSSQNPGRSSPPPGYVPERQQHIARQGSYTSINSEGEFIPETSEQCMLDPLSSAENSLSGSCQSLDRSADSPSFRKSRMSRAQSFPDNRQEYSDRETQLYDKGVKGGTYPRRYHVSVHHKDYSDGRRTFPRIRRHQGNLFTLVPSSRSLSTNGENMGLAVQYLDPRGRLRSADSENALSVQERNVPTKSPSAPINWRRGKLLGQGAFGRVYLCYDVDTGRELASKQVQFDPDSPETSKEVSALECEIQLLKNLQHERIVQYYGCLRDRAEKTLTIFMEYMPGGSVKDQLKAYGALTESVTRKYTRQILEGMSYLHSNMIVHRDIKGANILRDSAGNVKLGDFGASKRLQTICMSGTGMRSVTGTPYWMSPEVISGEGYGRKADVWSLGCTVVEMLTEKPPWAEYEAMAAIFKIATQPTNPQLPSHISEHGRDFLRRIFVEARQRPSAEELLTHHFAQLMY
# VIM-2 inh: inhibitors of Pseudomonas aeruginosa VIM-2 metallo-beta-lactamase. purified VIM-2, nitrocefin hydrolysis, epi-absorbance fluorescence. inhibition, % at 5.6 µM. 0.89% of 290,000 active. AID 1527;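 active = inhibition above the mean of all tested compounds plus 3 SD, cutoff set per screening run, cut at about 7.5% in these data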;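 note: red hydrolysis product quenches plate fluorescence so inhibitors raise well fluorescence; 0% = enzyme with DMSO and 100% = DMSO without enzyme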
# p-CIP stab down: lowers stability of the mouse p/CIP coactivator protein; Q05BA5; F442A p/CIP-EGFP cells, EGFP fluorescence, 16 h; decrease of EGFP signal, % at 10 µM; 0.01% of 290,000 active;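 active = EGFP signal decrease of at least 30% at 10 µM or well 3 SD below plate mean, unless failing retest; inactive = the rest, including hits failing retest or dose response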; note: some compounds called inactive have numbers as strong as hits; many of its hits are not listed in these tables
# HCV NS3 hel inh: HCV NS3 helicase inhibition; NS3 helicase DNA unwinding, Cy5 molecular beacon fluorescence; inhibition, % at 10.9 µM; 0.56% of 290,000 active;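 active = inhibition above the mean of all tested compounds plus 3 SD, set per campaign, cut at about 35% in these data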;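 note: 0% = DMSO wells and 100% = thioflavine S control wells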
#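 Assay system: hepatitis C virus NS3 helicase domain fragment enzyme. Also added: annealed dual-labelled DNA beacon duplex, ATP-started. Timing: 1 h reaction at 25 °C, ATP-initiated. Technique: Cy5 fluorescence at 0 and 60 min, beacon hairpin quenching. Evaluation: % inhibition of unwinding. Replication: one well per compound.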
# IDE act: boosts human insulin-degrading enzyme activity in HEK cells; P14735; AID 493087; FAbeta-B cleavage, fluorescence polarization; 0% vehicle, 100% cell-free pure enzyme wells; activation, % at 5.96 µM; 0.073% of 340,000 active;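 active = activation above the mean of all tested compounds plus 3 SD, set per screening campaign, cut at about 17% in these data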
# Numbers without * were called inactive; . = no result given. Some of the compounds tested; rates above refer to the full screens.
item	SMILES	UBC9 SUMO inh	PHOSPHO1 inh	IMP-1 inh	FID counter	MEKK3 PB1 HTS	VIM-2 inh	p-CIP stab down	HCV NS3 hel inh	IDE act
1	COCCn1nnnc1C(c1ccccc1)N1CCN(C)CC1 (configuration not stated)	7	9	-1.3	7	103	-1.0	-2	-1	3
2	O=Cc1c(-[n+]2ccccc2)nc([O-])n1-c1ccccc1	4	28	-2.2	4	104	-2.2	4	5	3
3	C=CCOC(=O)C1=C(C)OC(N)=C(C#N)C1c1ccc2c(c1)OCO2 (configuration not stated)	22	-4	-2.5	-7	94	-2.6	-6	9	-4
4	Cc1ccc(CNC(=O)[C@H](C)[C@H]2C[C@]2(C)[C@H](NC(=O)OCc2ccccc2)c2ccccc2)o1	11	-4	0.8	-40	66	-1.3	-16	24	7
5	O=C(Nc1ccc2c(c1)CCCN2C(=O)c1cccs1)c1c(F)cccc1F	-16	32	-1.0	-27	101	1.4	5	-11	1
6	Cc1cc(=O)oc2cc(OCc3ccc(C(=O)OCC(=O)Nc4ccccc4OC(F)F)cc3)ccc12	2	0	-3.7	5	101	-2.9	0	6	1
7	COc1cccc(CNS(=O)(=O)c2ccc3c(c2)CC(C)N3C(C)=O)c1 (configuration not stated)	18	14	-2.8	-18	100	-4.2	-4	-4	-4
8	CCOc1ccc(NS(=O)(=O)c2ccc3c(c2)N(C(C)=O)CCO3)cc1	11	26	-0.5	-19	95	1.5	-1	4	-5
9	CCOc1ccccc1NC(=O)C(=O)N/N=C/c1ccc([N+](=O)[O-])cc1	6	38	-1.6	4	96	0.9	4	-9	-2
10	O=c1c2c3c(sc2n2cnnc2n1Cc1ccccc1)CN(Cc1ccccc1)CC3	16	7	-1.6	-5	120	0.6	-4	-29	-9

# Some of the entries above in another layout:
# Value order: UBC9 SUMO inh, PHOSPHO1 inh, IMP-1 inh, FID counter, MEKK3 PB1 HTS, VIM-2 inh, p-CIP stab down, HCV NS3 hel inh, IDE act
2) O=Cc1c(-[n+]2ccccc2)nc([O-])n1-c1ccccc1
→ 4, 28, -2.2, 4, 104, -2.2, 4, 5, 3
3) C=CCOC(=O)C1=C(C)OC(N)=C(C#N)C1c1ccc2c(c1)OCO2 (configuration not stated)
→ 22, -4, -2.5, -7, 94, -2.6, -6, 9, -4
4) Cc1ccc(CNC(=O)[C@H](C)[C@H]2C[C@]2(C)[C@H](NC(=O)OCc2ccccc2)c2ccccc2)o1
→ 11, -4, 0.8, -40, 66, -1.3, -16, 24, 7
5) O=C(Nc1ccc2c(c1)CCCN2C(=O)c1cccs1)c1c(F)cccc1F
→ -16, 32, -1.0, -27, 101, 1.4, 5, -11, 1
6) Cc1cc(=O)oc2cc(OCc3ccc(C(=O)OCC(=O)Nc4ccccc4OC(F)F)cc3)ccc12
→ 2, 0, -3.7, 5, 101, -2.9, 0, 6, 1
7) COc1cccc(CNS(=O)(=O)c2ccc3c(c2)CC(C)N3C(C)=O)c1 (configuration not stated)
→ 18, 14, -2.8, -18, 100, -4.2, -4, -4, -4
8) CCOc1ccc(NS(=O)(=O)c2ccc3c(c2)N(C(C)=O)CCO3)cc1
→ 11, 26, -0.5, -19, 95, 1.5, -1, 4, -5
9) CCOc1ccccc1NC(=O)C(=O)N/N=C/c1ccc([N+](=O)[O-])cc1
→ 6, 38, -1.6, 4, 96, 0.9, 4, -9, -2
10) O=c1c2c3c(sc2n2cnnc2n1Cc1ccccc1)CN(Cc1ccccc1)CC3
→ 16, 7, -1.6, -5, 120, 0.6, -4, -29, -9

# Going on with the list:
item	SMILES	UBC9 SUMO inh	PHOSPHO1 inh	IMP-1 inh	FID counter	MEKK3 PB1 HTS	VIM-2 inh	p-CIP stab down	HCV NS3 hel inh	IDE act
11	Oc1ccc(Cl)cc1CNn1cnnc1	-4	27	-2.7	-1	114	-1.5	-21	9	4
12	O=C1c2ccccc2C(=O)N1CCSc1n[nH]c(=S)s1	13	99*	-3.8	-4	.	-1.0	9	1	1
13	CCN(CC)S(=O)(=O)c1ccc(C(=O)Nc2ncn(Cc3ccccc3)n2)cc1	-5	-115	-1.9	-26	101	-3.5	7	-2	-2
14	c1ccc2c(N3CCOCC3)nc(N3CCOCC3)nc2c1	34	13	0.8	-1	103	-2.4	-2	1	3
15	CC1(C)Cc2c(cnn2-c2ccccc2)-c2c1c1ccccc1n2CC(O)CCl (configuration not stated)	-2	1	-4.9	-22	106	-1.2	-11	-12	5
16	COc1ccc2cc(C3c4cc(OC)c(OC)cc4CCN3C(=O)c3ccco3)c(=O)[nH]c2c1 (configuration not stated)	-2	-9	-2.9	-40	102	-4.8	5	-3	5
17	COc1cccc(COCC(O)Cn2cnc3cc(C)c(C)cc32)c1 (configuration not stated)	-5	30	-3.3	-8	107	-4.7	-7	-9	-3
18	COc1ccc(CCCc2nnc(SCC(=O)Nc3ncc(C)s3)o2)cc1	8	15	-2.4	-39	97	-4.0	-31	22	1
19	NC(=O)c1nnsc1Sc1c(C(N)=O)nnn1-c1cccc(N)c1	-10	-16	-2.5	-3	106	-0.5	-1	2	1
20	CC(C)c1nc(SCC(=O)N2CCOCC2)c2c(=O)n(C)c(=O)n(C)c2n1	9	0	-3.2	-20	98	-3.8	-13	6	1
21	COCCn1c(SCC(=O)N2CCCCCC2)nc2c(c1=O)SCC2	13	23	0.9	-21	105	-0.1	-11	3	2
22	Cc1cc(-c2ccco2)n(CC(=O)NCCCc2ccccc2)n1	9	38	-0.1	-20	113	-1.6	-12	2	5
23	Cc1ccccc1NC(=O)Cn1c(NCC(C)O)nc2ccccc21 (configuration not stated)	-6	-11	-3.0	2	119	-1.6	3	-2	3
24	O=C(COC(=O)Cn1cnc2ccccc21)NCCc1ccc(Cl)cc1	11	-24	-5.5	-2	110	-2.2	-18	2	2
25	Cc1cccc(NC(=O)COC(=O)c2cccc3c2C(=O)c2ccccc2C3=O)c1C	6	-1	-1.1	0	104	-0.5	-8	1	0
26	O=C(COC(=O)C12CC3CC(CC(C3)C1)C2)Nc1nccs1	2	59	-0.9	0	93	0.2	-9	1	1
27	O=C(c1ccc(COc2ccc(Cl)cc2)cc1)N1CCCCC1	-1	33	-1.5	-26	106	-1.4	-5	-5	-1
28	COc1ccc(-n2c(C)c3c(OC)cccc(=O)c3c2C)cc1	-8	1	-0.7	-7	.	2.7	-5	11	-3
29	COc1ccc(C2=NNC(=O)CC2)cc1	1	6	0.0	2	102	-1.1	-7	-3	5
30	Cc1cc(-c2nnc(SCC(=O)Nc3ccccc3C(F)(F)F)o2)c(C)n1-c1ccccc1	-7	11	-3.5	-10	105	-4.3	-6	5	1
31	Cc1cc(Nc2ccccc2O)c2ccccc2n1	3	1	-3.0	13	96	-0.8	-9	-2	.
32	O=C(c1ccccc1)N(C1=NCCCCS1)c1ccccc1	-4	-7	-2.6	-10	106	-3.1	-11	9	4
33	CCC1(C)Cc2ccccc2-c2c1c(=O)n(Cc1ccccc1)c1nnnn21 (configuration not stated)	-6	4	-0.1	-3	104	0.7	2	3	-1
34	CC(C)[C@H](NC(=O)N1CCn2c1nc1ccccc12)C(=O)N[C@H](C(=O)O)c1ccccc1	9	19	-0.9	-25	101	-1.5	5	9	6
35	Cc1ccc(C(=O)COC(=O)C(C)N2C(=O)C3C4CCC(C4)C3C2=O)cc1 (configuration not stated)	10	28	-0.9	-23	100	-0.6	-5	-19	4
36	COC(=O)c1cc2sccc2n1CC(=O)Nc1ccc(OC)c(OC)c1OC	8	38	-1.0	-16	98	-1.4	-3	-4	2
37	CC1CCN(C(=O)c2ccc(CSc3nc4ccncc4n3Cc3ccc(F)cc3)cc2)CC1	-9	-16	-1.4	-18	104	-0.8	0	-19	5
38	CC(=O)N1CCN=C1SCc1ccc(C(F)(F)F)cc1	3	22	-1.6	3	99	-0.8	-6	9	6
39	COc1ccc(OC)c(N2C(N)=NC(N)=NC23CCCC3)c1	10	16	-3.1	-5	101	-4.5	-7	-4	1
40	O=C(Cc1ccc(Cl)cc1)Nc1ccc2oc(-c3ccncc3)nc2c1	4	-7	-3.3	-7	75	0.8	-8	-1	8
41	Fc1ccccc1N1CCN(c2cnc3ccccc3n2)CC1	16	-12	-2.9	-10	107	-1.8	-12	-5	-2
42	CCOC(=O)CNC(=O)C1CCC(CNS(=O)(=O)c2cccc3nsnc23)CC1 (configuration not stated)	6	65*	1.9	-15	101	-0.8	-7	-1	6
43	CC(=O)Oc1cccc(N2C(=O)C3CC=C(Cl)CC3C2=O)c1 (configuration not stated)	10	-10	-0.7	5	100	-2.2	-2	6	5
44	COc1ccc(C(c2sc3ncnn3c2O)N2CCN(c3ccccc3F)CC2)cc1OC (configuration not stated)	1	19	-6.5	-44	106	-4.2	-3	9	-6
45	CN1CCN(C(=O)CCc2nnc3ccc(N4CCC5(CC4)OCCO5)nn23)CC1	.	-50	-2.8	-8	100	0.6	4	8	5
46	CCOC(=O)Nc1sc2nc(C)cc(C)c2c1-n1cccc1	37	21	-5.2	-28	95	1.0	-6	0	-3
47	COc1ccc(C2C(C(=O)Nc3cccnc3)=C(C)Nc3nc(-c4ccco4)nn32)cc1 (configuration not stated)	10	5	-3.1	-7	105	-4.5	-10	-5	4
48	O=C1OC(/C=C/c2ccc(Cl)cc2)=NC/1=C/c1ccco1	30	-2	-3.3	-17	94	-4.8	4	41*	0
49	CC(C)N(Cc1nc(-c2ccc(Cl)cc2)no1)Cc1nccn1C	10	24	-4.8	8	98	-1.6	-6	-7	4
50	CC(=O)c1sc2nc(=O)c(C)nn2c1C	14	43	-1.1	2	93	-0.5	-7	-5	4
51	Cc1c(CCC(=O)N[C@@H](CCCNC(N)=O)C(=O)O)c(=O)oc2cc3oc4c(c3cc12)CCCC4	21	11	-1.5	-23	107	0.2	0	1	2
52	Cc1ccc(NC(=S)NCc2ccco2)c(C)c1	13	22	-3.6	-10	98	-3.8	-4	-2	9
53	O=C(Nc1cc(S(=O)(=O)N2CCCCC2)ccc1N1CCCCC1)C1CC1	-5	34	-1.7	-32	102	-0.1	8	6	5
54	CNS(=O)(=O)c1cccc(C(=O)OCC(=O)Nc2ccccc2F)c1	-22	43	-3.7	-4	.	-2.6	-7	0	0
55	COc1cc(NC(=S)N2CCCCC2C)c(OC)cc1Cl (configuration not stated)	14	13	-1.7	-4	107	-0.3	-14	-3	5
56	CCc1cc2c(=O)c(-c3cnn(-c4ccccc4)c3)c(C)oc2cc1OCC(=O)Nc1ccc(F)c(F)c1	-2	3	-2.1	-2	99	-3.0	8	-4	2
57	O=c1cc(CSc2ccc(Cl)cc2)nc(-c2ccccn2)[nH]1	-57	.	-2.2	-24	102	-2.9	-7	-6	4
58	COc1ccc(OC)c(CN2CCN(CCc3ccccc3)C(CCO)C2)c1 (configuration not stated)	9	31	-2.1	4	100	-1.0	-4	6	2
59	COc1ccc(NC(=O)C2CCN(C(=O)Cc3ccccc3)CC2)c(OC)c1	-4	13	-2.1	-20	112	-2.2	-2	0	10
60	CCCCNC(=S)Nc1cccc2cnccc12	2	1	-2.9	-1	98	-0.7	4	-4	-2

# High-throughput results: PubChem BioAssay, several laboratories
